KOR beta-arrestin-1: KOR agonists, beta-arrestin recruitment, primary screen, cell-based, luminescence, uHTS (AID 1777). KOR beta-arrestin recruitment, luminescence; higher % means a stronger effect. activation, % at 10 µM, or EC50 in µM where a hit was titrated. 0.02% of 280,000 active; in the data active = activation above about 50%, passing the limit was not always enough; note: a part of the inactive calls stands beside numbers as strong as those of hits
SIAH1 antagonists: Siah-1 peptide-binding antagonists, primary screen, biochemical, fluorescence polarization, rhodamine-plectin, uHTS (AID 1817). one-dose displacement, % at 20 µM; IC50 in µM for titrated hits. 0.02% of 290,000 active. Siah-1 / rhodamine-plectin peptide fluorescence polarization; higher % means a stronger effect;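 active = displacement of at least 50% at 20 µM, with a fluorescence ratio check between 0.3 and a set limit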;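 note: plate controls were Siah plus tracer with DMSO for no effect and tracer alone without Siah for full effect; strong numbers were not always called active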
NOD2 inhibition: NOD2 signaling inhibitors, cell-based, luminescence, uHTS, HEK293 (AID 1566) | inhibition, % at 4 µM, or EC50 in µM where a hit was titrated | 0.63% of 290,000 active | HEK293 NOD2/NF-kB luciferase reporter, luminescence; higher % means a stronger effect; note: many of its hits are not listed in these tables
Myeloid diff MLP: myeloid differentiation induction. ER-HoxA9 myeloid progenitors, lysozyme-GFP differentiation, flow cytometry. calls only at 10 µM. 1% of 360,000 active. AID 624256;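 active = normalized GFP-positive differentiation at or above the plate's own cutoff, the solvent-only control mean plus 3 SD; inconclusive = no clear call, values can overlap the other calls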;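 note: cells exposed to compound for four days before flow analysis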
LYP phosphatase: inhibitors of LYP phosphatase, biochemical, fluorescence intensity, uHTS (AID 1779); inhibition, % at 11.5 µM; hits with a dose series show IC50 in µM; 0.054% of 290,000 active; recombinant LYP phosphatase, fluorescence intensity; higher % means a stronger effect;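 note: plate controls were vehicle with enzyme for no effect and no enzyme for full effect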
Salmonella PhoP GFP: PhoP-dependent GFP reporter repression – Salmonella Typhimurium, primary screen (AID 1863); S. Typhimurium PhoP-regulated promoter GFP reporter, 4 h; higher % means a stronger effect; inhibition, % at 50 µM; hits with a dose series show IC50 in µM; 0.16% of 300,000 active;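 active = inhibition over 29.93%, a cutoff 3 SD above the screen mean, later confirmed by dose response; inconclusive = inhibition over 29.93% but no dose response follow-up; inactive = inhibition at most 29.93% or unconfirmed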;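 note: 0% = low Mg2+ inducing control and 100% = high Mg2+ repressing control; strong numbers were not always called active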
NOD1 inhibition: NOD1 signaling inhibitors, primary screen, cell-based, luminescence, uHTS (AID 1578); NOD1-driven NF-kB luciferase reporter cells, luminescence; higher % means a stronger effect; one-dose inhibition, % at 4 µM; EC50 in µM for titrated hits; 1% of 290,000 active; in the data active = inhibition mostly above about 36%, no sharp cut-off; inactive = mostly below about 34%;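 note: HEK-293T reporter cells stimulated with the NOD1 agonist gamma-tri-DAP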
HIV peptide binding: inhibitors of HIV fusion peptide binding, primary screen, biochemical, uHTS, fluorescence dequenching (AID 1986). cell-free peptide binding, fluorescence dequenching, 30 min; higher % means a stronger effect. one-dose inhibition, % at 20 µM; IC50 in µM for titrated hits. 0.3% of 290,000 active; in the data active = inhibition mostly above about 52%, no sharp cut-off; inactive = mostly below about 76%; note: some results filed as inactive read as strong as hits
KOR beta-arrestin-2: kappa opioid receptor blockers – cell-based, luminescence, uHTS (AID 1778). 0.091% of 290,000 active. inhibition, % at 10 µM, or IC50 in µM where a hit was titrated. KOR beta-arrestin recruitment, luminescence, antagonist mode; higher % means a stronger effect; note: strong numbers were not always called active
Myeloid diff MLP GFP+ MAC1+ %: also measured in Myeloid diff MLP; calls as there; GFP+ MAC1+ double positive, %; measured here: differentiation confirmed by MAC1 staining
* marks the source's active call; other numbers are inactive results; i = inactive; ? = inconclusive; · = no result given; [ ] = another dose, or the depositor's remark. Cut-off read from the data, not from the text of the source, unless noted: active = inhibition above about 50%; inactive = the rest. Not all compounds are listed. The share of hits here may be higher or lower than overall.

SMILES	KOR beta-arrestin-1	SIAH1 antagonists	NOD2 inhibition	Myeloid diff MLP	Myeloid diff MLP GFP+ MAC1+ %	LYP phosphatase	Salmonella PhoP GFP	NOD1 inhibition	HIV peptide binding	KOR beta-arrestin-2
COc1ccc(CNC(=O)[C@@H](C)NC(=O)C2CCN(C(=O)[C@@H](N)CCSC)CC2)cc1	-3.3%	-1%	-6%	i	1.4	-6%	-5%	-28%	1.7%	-4%[20 µM]
CCCCCN(C(=O)CCC(=O)OCC(=O)Nc1ccc(C)cc1F)c1c(N)n(CCCC)c(=O)[nH]c1=O	1.6%	7%	1%	i	1.2	-10%	6%	-18%	0.3%	7%
COc1ccc(/C=C2\SC(=O)N(CC(=O)NC3C=CS(=O)(=O)C3)C2=O)cc1 (stereo not drawn)	-0.5%	7%	2%	i	6.5	-11%	7%	-4%	0.4%	-1%
S=C(Nc1ccccc1)Nn1cnnc1	3.0%	13%	13%	i	0.7	1%	-2%	-16%	0.4%	21%
Clc1ccc(-c2nc3ncccn3c2Nc2ccc3c(c2)OCCO3)cc1	3.4%	2%	2%	i	0.5	-1%	6%	-3%	-1.5%	-16%
CC(C)Nc1nc(NC(C)(C)C)nc(Oc2ccc(=O)n(C)n2)n1	·	4%	-5%	i	0.2	-5%	3%	-60%	2.3%	-36%[20 µM]
C=CCn1c(COc2ccccc2)nnc1SCC(=O)N/N=C/c1cc(Cl)ccc1O	3.9%	2%	-42%	i	0.7	0%	-7%	40%*	1.1%	-44%
O=C(NCc1cccnc1)c1ccc(CN2CCc3ccccc3C2)cc1	-1.6%	-11%	3%	i	3.3	-3%	2%	6%	-3.7%	6%
CCOC(=O)c1sc(NC(=O)CN2CC(C)OC(C)C2)nc1C (stereo not drawn)	1.3%	-2%	0%	i	0.4	1%	-5%	-16%	1.1%	-13%
O=C(CSc1nc(O)c(C2CCCCC2)c(=O)[nH]1)Nc1ccc(F)cc1	-2.8%	8%	-19%	i	0.8	-8%	8%	-16%	0.8%	5%
CC(OC(=O)c1ccc2c(=O)n3c(nc2c1)CCC3)C(=O)NC1CCCCC1C (stereo not drawn)	0.0%	0%	-15%	i	5.0	-6%	3%	-35%	-0.3%	-2%
O=C(COc1ccccc1Cl)Nc1cccnc1	5.0%	-4%	-57%	i	0.4	-18%	-12%	-19%	1.1%	-41%
O=C(NCCCN1CCOCC1)c1ccc(Sc2ccccc2Cl)c([N+](=O)[O-])c1	-4.6%	-4%	22%	i	0.5	-4%	-9%	-30%	-3.0%	23%
Cc1cc(=O)oc2cc(OC(C)C(=O)Nc3nccs3)ccc12 (stereo not drawn)	1.3%	1%	6%	i	0.3	0%	0%	-22%	1.1%	-27%
Cc1cc2n(n1)C(c1ccccc1)CC(c1ccc(Br)cc1)=N2 (stereo not drawn)	3.1%	-2%	-19%	i	0.3	-1%	2%	-24%	3.7%	10%
O=C(COc1ccc2ccc(=O)oc2c1)NCCCN1CCCC1=O	-0.1%	1%	15%	i	3.9	-3%	-4%	-19%	-0.3%	14%
Cc1cccc(NC(=S)N2CCN(c3ccc(F)cc3)CC2)c1	·	-3%	17%	i	0.1	-2%	1%	-11%	-0.3%	-21%[20 µM]
O=C(NCc1ccccc1)c1ccc(NC(=O)c2ccccc2F)cc1	2.0%	1%	2%	i	5.7	-4%	-6%	4%	0.5%	-10%
Cc1ccc(N(Cc2cc3ccc(C)cc3[nH]c2=O)C(=O)c2cccs2)cc1	-2.0%	6%	34%	·	·	-2%	-9%	-2%	-0.4%	27%
Cc1nonc1OCCN1CCN(c2ccccc2[N+](=O)[O-])CC1	0.7%	0%	-8%	i	0.1	-5%	-3%	-11%	-1.1%	-12%
Cn1c(C(=O)N2CCN(Cc3ccc4c(c3)OCO4)CC2)cc2c(=O)n(C)c3ccccc3c21	1.8%	2%	14%	i	12	-10%	1%	-3%	-3.1%	7%
O=C(NCc1ccc(Cl)cc1)c1csc(-c2cccnc2)n1	-0.6%	9%	30%	i	0.4	-10%	-10%	12%	-0.2%	15%
Cn1cnnc1SCC(=O)NC(=O)NC1CCCC1	-1.3%	1%	14%	i	6.0	0%	7%	25%	1.4%	-3%
COCCN(C(=O)C1CC1)c1nnc(-c2cccc(C)c2)s1	5.2%	0%	-22%	i	0.8	-4%	-2%	-29%	1.0%	-8%
Cc1onc(-c2c(F)cccc2Cl)c1C(=O)NCCN1CCNC1=O	4.2%	6%	14%	i	0.1	-7%	-5%	-11%	-1.4%	6%

Later entries.
SMILES	KOR beta-arrestin-1	SIAH1 antagonists	NOD2 inhibition	Myeloid diff MLP	Myeloid diff MLP GFP+ MAC1+ %	LYP phosphatase	Salmonella PhoP GFP	NOD1 inhibition	HIV peptide binding	KOR beta-arrestin-2
COc1ccccc1NC1=C(N2CCCCC2)C(=O)c2ccccc2C1=O	-1.4%	5%	14%	i	2.0	-7%	3%	-28%	5.9%	14%
O=C(CSc1c[nH]c2ccccc12)NC1CCCC1	2.9%	2%	11%	i	1.2	-6%	3%	-11%	0.8%	15%
Fc1cccc(CO/N=C/c2c(-c3ccccc3)nc3ccc(Cl)cn23)c1	1.6%	-3%	13%	i	0.8	3%	-8%	-70%	-1.7%	-4%
CCCCC(=O)Nc1ccc(C(=O)NCCc2ccc(S(N)(=O)=O)cc2)cc1	-0.1%	18%	23%	i	0.3	-1%	-6%	-31%	1.8%	9%
CN=c1sc2ccccc2n1CC(O)c1ccccc1 (stereo not drawn)	·	-1%	-6%	i	0.7	-3%	·	-47%	0.4%	-28%[20 µM]
CCC(C(=O)OCC(=O)Nc1cc(C)ccc1OC)c1ccccc1 (stereo not drawn)	2.8%	-2%	14%	i	0.1	-4%	10%	-7%	0.1%	-29%
CC(C)(C)n1nnnc1C(c1cccnc1)N1CCN(c2ccccc2F)CC1 (stereo not drawn)	-4.5%	-2%	-2%	i	0.4	-10%	17%	-41%	0.5%	-30%
CCOc1ccc(CNC(=O)CCCOc2cc(=O)n(C)c3ccccc23)cc1	-5.1%	2%	-12%	i	0.9	-4%	-3%	-8%	0.5%	-42%
Cn1c(COc2ccccc2)nc2ccccc21	-4.7%	1%	-24%	i	0.3	-11%	0%	-63%	-0.4%	0%
Nc1nnc(CSCc2cccc(Br)c2)s1	-1.1%	6%	-40%	i	0.5	-3%	6%	-9%	-1.7%	-16%
Cc1sc2nc(CN3CCN(c4ccc(O)cc4)CC3)[nH]c(=O)c2c1C	2.1%	-2%	16%	i	0.8	-6%	-4%	-4%	5.4%	2%
Oc1ccc(Br)cc1/C=N/Nc1ncc(-c2ccccc2)cn1	0.7%	-2%	28%	i	0.7	-1%	7%	-38%	-1.9%	17%
O=C(O)c1ccc(S(=O)(=O)c2ccc3c(c2)C(=O)N(NC(=O)c2ccc(O)cc2)C3=O)cc1	-0.8%	-1%	-2%	i	0.3	-1%	-4%	-37%	3.5%	4%
CCCc1cc(=O)oc2c(C)c(OCC(=O)N3CCC(C(=O)O)(c4ccccc4)CC3)ccc12	-4.6%	6%	12%	i	1.8	-9%	5%	-10%	5.3%	-18%[20 µM]
COC(=O)Cc1c(C)nc2nc(-c3cccnc3)[nH]n2c1=O	6.0%	1%	-2%	i	0.6	-8%	-3%	12%	1.7%	-111%
COc1ccc(-c2cc3ccccc3n2CC(O)CN2CCOCC2)cc1 (stereo not drawn)	·	0%	-2%	i	0.6	-3%	0%	-12%	6.9%	-34%
O=C1NCC(c2ccccc2)C1C(=O)N/N=C\c1ccc(-c2ccc(Cl)c(Cl)c2)o1 (stereo not drawn)	-2.1%	-1%	-21%	i	1.2	0%	1%	15%	-3.3%	-32%
CCOc1ccc(NC(=O)C(=S)NC2CCCCC2)cc1	-5.6%	-2%	-18%	i	0.4	2%	-1%	-36%	-1.4%	15%
CC(C)NC(=O)CC(=O)N/N=C\c1ccccc1C(=O)O	·	0%	14%	i	0.1	-4%	-11%	-34%	-1.7%	-26%[20 µM]
CC(C)OP(=O)(c1ccc(N(C)C)cc1)C(O)c1ccc(Br)cc1 (stereo not drawn)	-0.9%	-2%	-4%	i	0.1	-8%	·	-13%	2.0%	0%
CCOC(=O)C1=C(N)Oc2cc(O)ccc2C1c1cccc([N+](=O)[O-])c1 (stereo not drawn)	·	0%	-30%	·	·	0%	0%	41%	-0.1%	-245%[20 µM]
CCN(CC)CCNC(=O)c1ccc(NC(=O)c2c(C)nn(-c3ccc(F)cc3)c2Cl)cc1	-4.3%	5%	12%	i	0.6	-10%	3%	-48%	1.1%	-10%
CSc1nc2c(C)c(C)c(C)c(C)c2[nH]1	1.4%	-2%	6%	i	0.1	-3%	-5%	-2%	-0.7%	-22%
CCCCNC(=O)C(c1ccc(OCC(=O)OC)c(C(=O)OC)c1)N(CCc1ccccc1)C(=O)CCCCCN1C(=O)NC(c2ccc(-c3ccccc3)cc2)C(C(=O)OCc2ccccc2)=C1C (stereo not drawn)	-0.8%	4%	12%	·	·	1%	-4%	2%	1.0%	7%
CCC(C)(C)n1nnnc1C(c1ccc(O)c(OC)c1)N1CCN(c2nc3ccccc3s2)CC1 (stereo not drawn)	3.4%	9%	-7%	i	0.8	-6%	7%	3%	-0.2%	-4%

Next compounds follow.
SMILES	KOR beta-arrestin-1	SIAH1 antagonists	NOD2 inhibition	Myeloid diff MLP	Myeloid diff MLP GFP+ MAC1+ %	LYP phosphatase	Salmonella PhoP GFP	NOD1 inhibition	HIV peptide binding	KOR beta-arrestin-2
COc1cccc(C(=O)CN2C3=NCCCN3c3ccccc32)c1	7.2%	0%	9%	i	0.7	-11%	-7%	1%	1.3%	18%
CC(Nc1ccc(F)cc1)=[N+](C)CCNS(=O)(=O)c1ccc(Cl)cc1	-5.4%	6%	-10%	i	0.8	-11%	-4%	-30%	-1.6%	10%
O=C(CCc1n[nH]c(=O)[nH]c1=O)N/N=C/c1ccc(Br)o1	1.8%	2%	-2%	i	0.7	-5%	10%	-27%	-2.6%	-14%
COC(=O)c1cccc([N+](=O)[O-])c1CN1CCCC(C(N)=O)C1 (stereo not drawn)	-1.7%	7%	6%	i	0.5	-6%	7%	-15%	0.7%	13%
O=C(Nc1ccc([N+](=O)[O-])cc1)Nc1ccon1	2.5%	0%	-18%	?	·	-2%	3%	-9%	0.1%	-126%
CC(=O)Nc1ccc(S(=O)(=O)N(Cc2ccccc2)c2ccccc2)cc1	0.6%	-3%	9%	i	0.5	-6%	2%	24%	-0.9%	-10%[20 µM]
[O-]/[N+](=C\c1cccc(Br)c1)c1ccccc1	-3.0%	-8%	-14%	i	0.2	-10%	1%	-41%	0.4%	2%

Three records drawn at random from the list so far, as already listed:
SMILES	KOR beta-arrestin-1	SIAH1 antagonists	NOD2 inhibition	Myeloid diff MLP	Myeloid diff MLP GFP+ MAC1+ %	LYP phosphatase	Salmonella PhoP GFP	NOD1 inhibition	HIV peptide binding	KOR beta-arrestin-2
O=C(CCc1n[nH]c(=O)[nH]c1=O)N/N=C/c1ccc(Br)o1	1.8%	2%	-2%	i	0.7	-5%	10%	-27%	-2.6%	-14%
[O-]/[N+](=C\c1cccc(Br)c1)c1ccccc1	-3.0%	-8%	-14%	i	0.2	-10%	1%	-41%	0.4%	2%
CC(=O)Nc1ccc(S(=O)(=O)N(Cc2ccccc2)c2ccccc2)cc1	0.6%	-3%	9%	i	0.5	-6%	2%	24%	-0.9%	-10%[20 µM]

Compound activity deposited in PubChem BioAssay by several laboratories.
